NOD1 NF-kB reporter = inhibition of NOD1-driven NF-kB reporter – cell-based, luminescence, uHTS, primary screen (AID 1578); actives 1% (n = 290,000); NOD1-driven NF-kB luciferase reporter cells, luminescence; higher % means a stronger effect; inhibition, % at 4 µM, or EC50 in µM where a hit was titrated; in the data active means inhibition mostly above about 36%, no sharp cut-off; inactive means mostly below about 34%;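 further: HEK-293T reporter cells stimulated with the NOD1 agonist gamma-tri-DAP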
KOR beta-arrestin-1 = kappa opioid receptor blockers – cell-based, luminescence, uHTS (AID 1778). inhibition, % at 10 µM; hits with a dose series show IC50 in µM. KOR beta-arrestin recruitment, luminescence, antagonist mode; higher % means a stronger effect. actives 0.091% (n = 290,000); further: strong numbers were not always called active
AID2073 = disruptors of CaV2.2 binding to Mint1 – biochemical, HTRF (AID 2073); actives 0.19% (n = 290,000); HTRF protein-protein interaction, Mint1-CaV2.2; higher % means a stronger effect; inhibition, % at 20 µM, or IC50 in µM where a hit was titrated; in the data active means inhibition mostly above about 51%, no sharp cut-off; further: some results filed as inactive read as strong as hits
KOR beta-arrestin-2 = KOR agonists, beta-arrestin recruitment, primary screen, cell-based, luminescence, uHTS (AID 1777); KOR beta-arrestin recruitment, luminescence; higher % means a stronger effect; activation, % at 10 µM, or EC50 in µM where a hit was titrated; actives 0.02% (n = 280,000); in the data active means activation above about 50%, passing the limit was not always enough; further: a part of the inactive calls stands beside numbers as strong as those of hits
P. falciparum M17LAP = P. falciparum M17LAP inhibitors, primary screen, biochemical, fluorogenic H-Leu-NHMec substrate, 1536-well (AID 1619) | recombinant M17LAP, H-Leu-NHMec fluorogenic kinetic assay; higher % means a stronger effect | one-dose inhibition, % at 30 µM; IC50 in µM for titrated hits | actives 0.38% (n = 220,000);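 active means compound inhibiting the enzyme by more than half at any dose during confirmatory dose-response retesting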;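 further: plate controls were full reaction with DMSO carrier for no effect and no enzyme background for full effect; strong numbers were not always called active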
M1AAP inhibition = malaria alanyl aminopeptidase activity blockers – biochemical, fluorogenic H-Leu-NHMec substrate, 1536-well (AID 1445) | recombinant M1AAP, H-Leu-NHMec fluorogenic kinetic assay; higher % means a stronger effect | inhibition, % at 30 µM, or IC50 in µM where a hit was titrated | actives 0.42% (n = 220,000);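 active means primary inhibition above the hit cutoff, then over 50% inhibition at one or more dose response concentrations, cut at about 23% in these data, passing the limit was not always enough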;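 further: plate controls were DMSO full reaction for no effect and no enzyme background for full effect; strong numbers were not always called active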
GPR55 beta-arrestin = GPR55 agonists via beta-arrestin recruitment, primary screen, imaging, U2OS cells, beta-arrestin-GFP redistribution (AID 1961) | actives 0.048% (n = 290,000) | one-dose activation, % at 10 µM; EC50 in µM for titrated hits | U2OS GPR55 beta-arrestin-GFP redistribution imaging; higher % means a stronger effect;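 active means activation above 40% with more than 50 cells counted in the well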;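 further: U2OS osteosarcoma cells stably expressing GPR55 and beta-arrestin-GFP; plate controls were DMSO negative control for no effect and LPI positive control for full effect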
HEK293 NOD2/NF-kB = inhibition of NOD2-driven NF-kB reporter – cell-based, luminescence, uHTS, HEK293 (AID 1566); HEK293 NOD2/NF-kB luciferase reporter, luminescence; higher % means a stronger effect; actives 0.63% (n = 290,000); inhibition, % at 4 µM; hits with a dose series show EC50 in µM; further: many of its hits are not listed in these tables
Dynein cargo inh = blocks dynein driven cargo transport along microtubules; 3617.4 mouse cells, GR-EGFP nuclear translocation imaging; test concentration mostly 20 µM; stimulated with dexamethasone, 1 µM; hits give low values; z-score, hits read low; actives 0.47% (n = 220,000);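 active means plate z-score of nuclear minus cytoplasmic receptor signal below a set negative limit, without overly bright fluorescence or cell loss, cut at about -3.5 in these data, passing the limit was not always enough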;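 further: z-score of nuclear minus cytoplasmic ring GR-EGFP intensity difference per well; some compounds called inactive have numbers as strong as hits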
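Also added: dexamethasone, 1.0 µM final. Medium: tet-free, stripped-serum medium. Detection: fixed, Hoechst-stained cells imaged at 10x for EGFP. Read-out: nuclear-to-cytoplasmic GR-EGFP distribution per well. Times: induction 48 h, compound 1 h, agonist 30 min.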
Dynein cargo inh cytoplasmic EGFP = also measured in Dynein cargo inh; calls as there; z-score; measured here: cytoplasmic GR-EGFP intensity; hits give high values
Dynein cargo inh nuclear GR-EGFP = also measured in Dynein cargo inh; calls as there; z-score; measured here: nuclear GR-EGFP intensity;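 lower value marks the stronger effect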
Dynein cargo inh cell count = further read-out of Dynein cargo inh, marked with its call; z-score; measured here: cell count per field
The depositor's hits bear a star; · = not tested or not shown; [ ] = dose if it differs, or a comment. Unless noted, no stated cut-off is given here; in the data, active means inhibition above about 50%; inactive means the rest. A portion of the library; count on the stated rates, not on these rows.

mol	NOD1 NF-kB reporter	KOR beta-arrestin-1	AID2073	KOR beta-arrestin-2	P. falciparum M17LAP	M1AAP inhibition	GPR55 beta-arrestin	HEK293 NOD2/NF-kB	Dynein cargo inh	Dynein cargo inh cytoplasmic EGFP	Dynein cargo inh nuclear GR-EGFP	Dynein cargo inh cell count
COc1ccc(C2C(C#N)=C(N)N(c3ncn[nH]3)C3=C2C(=O)CCC3)cc1 (centres undefined)	-5%	20%	-10%	-3.1%	3%	6%	-1.0%	8%	-0.53	-0.31	-0.12	0.3
CC(=O)Nc1ccc(S(=O)(=O)N2CCOCC2)cc1	-20%	15%	11%	3.8%	-12%	4%	-0.3%	17%	0.49	-0.24	0.26	0.72
COc1ccc(C(C)=O)cc1CSc1nc2ccccc2o1	-19%	15%	-2%	1.5%	-2%	3%	-0.1%	-3%	0.16	0.37	0.81	0.21
CSc1ccccc1NC(=O)Nc1cccc(Cl)c1	-1%	10%	2%	9.3%	-6%	-3%	-0.2%	-60%	0.58	0.76	0.54	-0.54
Cc1ccc(C(=O)NCCn2cc(SCC(=O)N3CCOCC3)c3ccccc32)cc1	-24%	8%	2%	-1.8%	1%	5%	0.2%	17%	-0.95	-0.14	-0.55	-0.14
O=C(COc1ccc([N+](=O)[O-])cc1Cl)N1CCOCC1	-6%	28%	12%	-1.7%	11%	0%	0.5%	15%	0.034	-0.22	-0.11	0.039
Cc1cc(C)nc(/N=C(\N)N2CCc3ccccc32)n1	-43%	5%[20 µM]	2%	·	8%	-3%	-0.1%	-25%	-0.19	-0.22	-0.17	0.43
C[C@H](NC(=O)c1ccccc1Cl)C(=O)OCCOc1ccc(Cl)cc1	-3%	25%	4%	0.4%	-3%	3%	-0.3%	16%	0.63	-0.25	0.29	-0.67
Cc1ccc(Nc2nc(Oc3ccc(OCc4ccccc4)nn3)nc(N3CCOCC3)n2)cc1	-17%	25%	-7%	0.7%	-3%	-3%	0.3%	4%	1.6	-0.22	0.69	-1.2
NS(=O)(=O)c1ccc(CCNC(=O)c2ccc(Cl)s2)cc1	-16%	-23%	-1%	-1.8%	·	·	-0.1%	12%	·	·	·	·
COc1cc(NC(=O)C2CC(=O)NC3=C2C(=O)CCC3)c(OC)cc1Cl (centres undefined)	-7%	-11%	0%	1.5%	4%	11%	0.1%	10%	0.82	-0.18	0.22	-0.41
C[N+](C)(C)c1ccc(/C=N/Nc2nc(Cl)c(C#N)c(Cl)c2Cl)cc1	-25%	-25%	-10%	-2.3%	9%	20%	-0.1%	9%	-0.72	-0.21	-0.41	1.2
O=C(NCCCN1CCN(c2ccccc2F)CC1)Nc1ccc(F)cc1	-22%	17%	9%	-4.2%	6%	2%	0.0%	3%	-0.54	0.00056	0.08	-0.081
S=C(NCCN1CCOCC1)Nc1ccc(Br)cc1	-33%	·	-29%	3.1%	-4%	5%	-0.2%	7%	-0.21	-0.18	0.052	0.29
COc1cc(S(=O)(=O)n2ccc(C)n2)ccc1Cl	4%	-31%[20 µM]	-7%	-1.7%	·	·	-0.1%	0%	·	·	·	·
O=C(Nc1ccccc1)Nc1ccc(Cl)c([N+](=O)[O-])c1	-8%	·	-6%	-1.3%	-10%	-1%	0.3%	-28%	-0.48	-0.29	-0.63	0.21
CCOC(=O)c1ccc(NC(=O)c2cc3c(C)nn(-c4ccccc4Cl)c3s2)s1	1%	-28%	7%	14%	20%	2%	-0.2%	-3%	-1.4	-0.31	-0.98	3.1
CCCCN1CNC(=S)N(c2cc(C)ccc2C)C1	-9%	-13%	-3%	-0.1%	-10%	-2%	0.3%	2%	-0.57	-0.073	-0.48	0.66
CCOc1ccc(NC(=O)COC(=O)Cc2ccc(S(=O)(=O)N3CCOCC3)s2)cc1	5%	·	6%	-8.7%	28%	-3%	-0.2%	-5%	0.25	-0.075	0.32	0.42
Cc1ccc(Oc2ccccc2NC(=O)CN2C(=O)NC3(CCCC3)C2=O)cc1	-22%	-31%	4%	4.0%	·	·	-0.1%	4%	·	·	·	·
O=C(CSc1nnc(-c2ccccc2O)o1)NC1CCCCC1	9%	-38%	10%	-2.4%	·	·	0.0%	2%	·	·	·	·
O=C(/C=C/c1ccccc1)N(Cc1ccc(Cl)cc1)C1CCS(=O)(=O)C1 (centres undefined)	-7%	16%	-2%	2.4%	5%	2%	0.1%	2%	1.6	-0.11	1.4	-1.4
O=C(O)C(Oc1ccc2c(c1)oc(=O)c1ccccc12)c1ccccc1 (centres undefined)	-31%	7%	13%	-4.0%	·	·	-0.2%	-2%	·	·	·	·
CN(CCNC(=O)c1cn(C)c2ccc(S(=O)(=O)N(C)C)cc2c1=O)CCc1ccccc1	-7%	28%	10%	-11%	7%	2%	-0.1%	7%	2.3	0.14	1.8	-1.4
CCn1c(C)[n+](CC)c2ccc(S(=O)(=O)N(C)C)cc21	-38%	-42%[20 µM]	1%	·	-6%	10%	-0.1%	4%	0.48	0.46	0.63	-0.22

structure	NOD1 NF-kB reporter	KOR beta-arrestin-1	AID2073	KOR beta-arrestin-2	P. falciparum M17LAP	M1AAP inhibition	GPR55 beta-arrestin	HEK293 NOD2/NF-kB	Dynein cargo inh	Dynein cargo inh cytoplasmic EGFP	Dynein cargo inh nuclear GR-EGFP	Dynein cargo inh cell count
O=C(Nc1cccn(Cc2c(F)cccc2Cl)c1=O)NC1CCCCC1	-20%	-53%	-10%	0.3%	-6%	-1%	0.8%	-22%	2.5	-0.16	1.7	-1.4
CC(C)CCn1c(=O)c2c(nc3n2CCCN3Cc2ccccc2)n(C)c1=O	-6%	-22%	14%	-8.7%	·	·	-0.1%	17%	·	·	·	·
COc1ccc(/C=C2\Oc3cc(OCC(=O)N4CC(O)C[C@H]4C(=O)O)ccc3C2=O)c(OC)c1OC (some centres undefined)	26%	-16%[20 µM]	15%	-0.8%	·	·	-0.1%	-1%	·	·	·	·
CCCNc1ccc(S(=O)(=O)N(C(C)C)C(C)C)cn1	-14%	·	-2%	-0.3%	-2%	9%	-0.2%	-3%	-0.42	-0.23	-0.047	0.45
NC1=NC(=O)/C(=C/c2ccsc2)S1	-50%	-4%	-4%	-0.8%	9%	10%	-0.2%	-23%	0.52	-0.21	0.62	-0.87
O=C(CCCN1C(=O)c2ccccc2C1=O)Nc1ccccc1	0%	3%	12%	4.9%	-7%	5%	-0.1%	6%	-0.028	-0.27	-0.052	0.36
COc1ccc(C2NC(=O)NC3=C2CCc2ccccc23)cc1 (centres undefined)	-28%	-28%	6%	3.7%	-146%	16%	-0.3%	-1%	-0.27	-0.21	-0.03	0.28
CC1CN(CCC(=O)Nc2ccccc2F)CC(C)O1 (centres undefined)	-30%	7%	8%	-0.5%	·	·	-0.2%	-2%	·	·	·	·
C#CCOCCOCCOCCNc1nc(N2CCN(C(=O)[C@H]([C@@H](C)CC)n3cc([C@@H](N)CC(C)C)nn3)CC2)nc(N2CCN(C(=O)[C@H](Cc3cc4ccccc4[nH]3)n3cc([C@@H](N)C(C)CC)nn3)CC2)n1 (some centres undefined)	-12%	8%	0%	6.6%	2%	-3%	-0.1%	12%	-0.44	-0.72	-0.32	0.44
Cc1ccccc1N1CCN(C2CCCN(C(=O)CN3CCCC3=O)C2)CC1 (centres undefined)	24%	2%	11%	3.5%	·	·	-0.1%	17%	·	·	·	·
CC(=O)NCCC(=O)Nc1nc2c(ccc3ccccc32)s1	-11%	-60%	1%	7.5%	·	·	-0.1%	-25%	·	·	·	·
C1=C(c2cccc3ccccc23)N2CCN=C2S1	-20%	-8%	0%	-3.4%	-3%	-8%	-0.2%	21%	1	-0.22	0.41	0.08
CCCc1nc2oc(C(=O)OCC)c(N)c2c2c1COC(C)(C)C2	6%	-9%	33%	-7.6%	-104%	10%	-0.2%	21%	-0.89	-0.26	-0.39	-0.32
COc1cc(C=C2C(=O)OC(C)(C)OC2=O)cc(Cl)c1OCC(=O)Nc1ccccc1	-28%	-6%	18%	-1.6%	6%	5%	-0.1%	-2%	-1.1	-0.23	-0.38	0.35
O=C(CSc1cn[nH]n1)Nc1ccc(Cl)cc1Cl	-3%	-16%	-3%	-0.4%	·	·	0.2%	-28%	·	·	·	·

2 compounds from above, reduced to Dynein cargo inh, KOR beta-arrestin-1 and KOR beta-arrestin-2:
smiles,Dynein cargo inh,KOR beta-arrestin-1,KOR beta-arrestin-2
COc1ccc(/C=C2\Oc3cc(OCC(=O)N4CC(O)C[C@H]4C(=O)O)ccc3C2=O)c(OC)c1OC (some centres undefined),·,-16%[20 µM],-0.8%
CCCNc1ccc(S(=O)(=O)N(C(C)C)C(C)C)cn1,-0.42,·,-0.3%

The results go on:
structure	NOD1 NF-kB reporter	KOR beta-arrestin-1	AID2073	KOR beta-arrestin-2	P. falciparum M17LAP	M1AAP inhibition	GPR55 beta-arrestin	HEK293 NOD2/NF-kB	Dynein cargo inh	Dynein cargo inh cytoplasmic EGFP	Dynein cargo inh nuclear GR-EGFP	Dynein cargo inh cell count
O=C(Cn1nnc2ccccc21)N/N=C\c1cccs1	-36%	26%	-4%	-4.3%	14%	7%	0.1%	8%	-0.56	-0.052	-0.38	-0.099
Cc1ccc(-n2nc3c(c2NC(=O)c2ccco2)CS(=O)(=O)C3)cc1	26%	31%	6%	-4.6%	·	·	-0.1%	-54%	·	·	·	·
C=CCC(COCc1ccccc1)NS(=O)(=O)c1ccccc1Br (centres undefined)	-4%	-17%	4%	-2.7%	8%	-7%	0.0%	6%	2.1	-0.62	1.2	-1.5
CCc1ccc(C(=O)NC(C(=O)O)C(C)C)cc1 (centres undefined)	·	8%	-7%	0.5%	56%	5%	-0.2%	16%	0.33	-0.32	0.28	-1

Screening data deposited in PubChem BioAssay by several laboratories.
